PME-1 inh: PME-1 (human) inhibition. recombinant PME-1, FP-Rh probe fluorescence polarization. hit rate 0.53% among 320,000. inhibition, % at 5.9 µM. Q9Y570;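 active = inhibition above the campaign mean of all compounds plus 3 SD, cut at about 26% in these data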;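 also: competitive labeling of PME-1 active site by serine hydrolase directed probe; 0% = PME-1 with DMSO and 100% = wells lacking PME-1 enzyme; inhibitors block probe labeling so polarization falls and inhibition rises; many of its hits are not listed in these tables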
LYPLA1 counter: blocks human lysophospholipase 1, a PME1 counter-screen | O75608 | inhibition, % at 5.9 µM | hit rate 0.16% among 320,000 | recombinant LYPLA1, FP-Rh probe fluorescence polarization;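 active = inhibition above the mean of all tested compounds plus 3 SD, set per campaign, cut at about 14% in these data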;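 also: inhibitors block serine hydrolase probe labeling of LYPLA1 so polarization falls; 0% = enzyme with DMSO and 100% = wells lacking LYPLA1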
Target sequence (O75608 whole entry, looked up): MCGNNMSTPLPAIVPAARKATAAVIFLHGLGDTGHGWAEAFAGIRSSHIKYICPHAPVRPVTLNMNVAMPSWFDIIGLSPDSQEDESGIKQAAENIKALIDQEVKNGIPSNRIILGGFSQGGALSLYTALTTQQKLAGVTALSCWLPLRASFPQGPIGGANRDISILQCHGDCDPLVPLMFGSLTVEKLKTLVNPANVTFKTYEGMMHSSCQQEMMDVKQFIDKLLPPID
LYPLA2 inh: LYPLA2 (human) inhibition in PME1 counter-screen. inhibition, % at 5.9 µM. recombinant LYPLA2, FP-Rh probe fluorescence polarization. O95372. hit rate 0.38% among 320,000;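 active = inhibition above the screen-wide mean plus 3 SD, limit set per campaign, cut at about 26% in these data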;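 also: 0% = LYPLA2 with DMSO and 100% = wells lacking LYPLA2 enzyme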
PAFAH1B3 inh: inhibitors of human PAFAH1B3; recombinant PAFAH1B3, FP-rhodamine probe, fluorescence polarization; inhibition, % at 3.39 µM; hit rate 0.28% among 340,000;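 active = inhibition above the screen-wide average of all tested compounds plus 3 SD, cut at about 25% in these data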;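 also: 0% = enzyme with DMSO only and 100% = wells lacking PAFAH1B3 protein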
GSTO1 inh: blocks human GSTO1 in RBBP9 counter-screen. P78417. recombinant GSTO1, activity-based probe fluorescence polarization. hit rate 1.1% among 300,000. inhibition, % at 5.96 µM;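 active = inhibition above the campaign mean inhibition plus 3 SD, cut at about 35% in these data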;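 also: 0% = GSTO1-1 with DMSO and 100% = wells lacking GSTO1-1 enzyme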
PAFAH1B2 inh: inhibitors of human PAFAH1B2; hit rate 1.2% among 340,000; P68402; recombinant PAFAH1B2, FP-rhodamine activity probe, fluorescence polarization; inhibition, % at 3.39 µM;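 active = inhibition above the mean of all tested compounds plus 3 SD, cut at about 24% in these data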;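 also: 0% = enzyme with DMSO and 100% = wells lacking PAFAH1B2; many of its hits are not listed in these tables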
Target sequence (P68402 whole entry, looked up): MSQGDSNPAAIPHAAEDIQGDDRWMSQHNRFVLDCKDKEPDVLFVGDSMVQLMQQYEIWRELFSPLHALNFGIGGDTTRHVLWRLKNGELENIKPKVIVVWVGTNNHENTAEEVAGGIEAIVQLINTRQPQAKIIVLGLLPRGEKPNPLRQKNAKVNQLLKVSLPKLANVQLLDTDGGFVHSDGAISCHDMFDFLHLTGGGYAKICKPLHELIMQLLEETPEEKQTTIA
PAD4 FP inh: blocks human protein arginine deiminase 4; Q9UM07; recombinant PAD4, RCA probe fluorescence polarization; inhibition, % at 6.36 µM; hit rate 0.41% among 330,000; AID 485272;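 active = percent inhibition above a cutoff equal to the mean of all tested compounds plus 3 SD, cut at about 15% in these data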;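 also: 0% = PAD4 with RCA probe and DMSO and 100% = probe without PAD4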
PAFAH2 inh: PAFAH2 (human) inhibition; hit rate 0.99% among 340,000; AID 492956; Q99487; recombinant PAFAH2, FP-rhodamine activity probe, fluorescence polarization; inhibition, % at 3.39 µM;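 active = inhibition above the mean over all tested compounds plus 3 SD, cut at about 30% in these data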;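 also: inhibitors block probe labeling of enzyme so polarization drops; 0% = enzyme with DMSO and 100% = wells lacking PAFAH2 protein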
pPAFAH inh: inhibitors of human plasma PAF acetylhydrolase (pPAFAH). Q13093. recombinant pPAFAH, FP-rhodamine probe fluorescence polarization. inhibition, % at 3.39 µM. hit rate 1.5% among 330,000;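 active = inhibition above the mean inhibition across the screen plus 3 SD, cut at about 25% in these data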;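 also: inhibitors block binding of the rhodamine activity-based probe so polarization drops; 0% = enzyme with DMSO and 100% = wells lacking pPAFAH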
Target sequence (Q13093 whole entry, looked up): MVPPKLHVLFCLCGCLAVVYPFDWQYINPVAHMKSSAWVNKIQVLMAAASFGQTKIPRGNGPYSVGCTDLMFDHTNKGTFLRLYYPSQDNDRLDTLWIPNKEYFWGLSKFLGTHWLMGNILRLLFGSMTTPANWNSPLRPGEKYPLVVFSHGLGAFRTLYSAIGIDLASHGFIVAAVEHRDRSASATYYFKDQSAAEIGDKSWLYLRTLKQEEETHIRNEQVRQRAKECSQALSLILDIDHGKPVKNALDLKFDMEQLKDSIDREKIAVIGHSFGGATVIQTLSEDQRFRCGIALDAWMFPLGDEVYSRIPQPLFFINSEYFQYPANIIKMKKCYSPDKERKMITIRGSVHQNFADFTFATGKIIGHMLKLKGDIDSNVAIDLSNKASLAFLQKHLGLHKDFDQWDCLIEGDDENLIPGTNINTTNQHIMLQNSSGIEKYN
Active calls of the source: *; . = no result given; & = joins results of further samples. The list is partial; the hit share may differ from the screen's.

A first look, 3 compounds:
SMILES	PME-1 inh	LYPLA1 counter	LYPLA2 inh	PAFAH1B3 inh	GSTO1 inh	PAFAH1B2 inh	PAD4 FP inh	PAFAH2 inh	pPAFAH inh
COc1ccc(CC(=O)N2CCN(c3ccccc3OC)CC2)cc1	-8	1	0	-3	-3	6	-2	5	3
CCOc1ccc(NC(=O)CSc2nnc(C)n2CC2CCCO2)cc1 (stereo not given)	-3	-1	-1	5	9	-3	1	9	-11
Nc1c(Cl)cc(Cl)cc1C(=O)OCC(=O)NC1CC1	-1	-6	-6	0	11	0	-1	1	7

The list itself, previewed entries included:
SMILES	PME-1 inh	LYPLA1 counter	LYPLA2 inh	PAFAH1B3 inh	GSTO1 inh	PAFAH1B2 inh	PAD4 FP inh	PAFAH2 inh	pPAFAH inh
COc1ccc(CC(=O)N2CCN(c3ccccc3OC)CC2)cc1	-8	1	0	-3	-3	6	-2	5	3
CCOc1ccc(NC(=O)CSc2nnc(C)n2CC2CCCO2)cc1 (stereo not given)	-3	-1	-1	5	9	-3	1	9	-11
Nc1c(Cl)cc(Cl)cc1C(=O)OCC(=O)NC1CC1	-1	-6	-6	0	11	0	-1	1	7
COc1ccccc1NC(=O)CSc1nc2ccccc2nc1N1CC(C)OC(C)C1 (stereo not given)	-4	-6	-11	1	-4	4	-6	-12	-3
C[C@H](CO)N1C[C@H](C)[C@H](CN(C)C(=O)Nc2ccc(F)cc2)Oc2ccc(NC(=O)NC3CCCCC3)cc2CC1=O	.	.	.	10	.	9	-1	-9	2
COc1cc(C(=O)N2CCN(Cc3ccccn3)CC2)cc(OC)c1OC	-2	1	-1	2	2	2	-7	4	2
CN(Cc1ccccc1)C(=O)c1nc2ccccn2c1CNCCOc1cccnc1	0	2	-5	2	1	4	-3	-7	-1
Cc1ccc(C)c(OC(=O)c2cccnc2)c1	-1	1	4	0	-7	-2	1	-1	4
O=C(CNC(=O)c1ccco1)N/N=C/c1ccc(C(=O)O)cc1	-8	-1	-1	-6	-2	1	4	4	-5
CCn1c(O)c(C=Nc2ccccc2)oc1=S	2	0	2	0	0	8	-4	-2	4
COCCN(Cc1cc2cc(C)ccc2n2nnnc12)C(=S)Nc1cccc(C)c1	3	1	7	10	4	1	3	-2	0
CCCS(=O)(=O)N1CCN(Cc2ccccc2OCC)CC1	-2	7	6	0	13	4	3	-4	4

Looked up above.
In pPAFAH inh, `Nc1c(Cl)cc(Cl)cc1C(=O)OCC(=O)NC1CC1` shows 7
In PAFAH1B2 inh, `O=C(CNC(=O)c1ccco1)N/N=C/c1ccc(C(=O)O)cc1` shows 1
In LYPLA2 inh, `COc1ccc(CC(=O)N2CCN(c3ccccc3OC)CC2)cc1` shows 0
In PAD4 FP inh, `CCOc1ccc(NC(=O)CSc2nnc(C)n2CC2CCCO2)cc1` (stereo not given) shows 1
In LYPLA2 inh, `CN(Cc1ccccc1)C(=O)c1nc2ccccn2c1CNCCOc1cccnc1` shows -5

(cont.)
SMILES	PME-1 inh	LYPLA1 counter	LYPLA2 inh	PAFAH1B3 inh	GSTO1 inh	PAFAH1B2 inh	PAD4 FP inh	PAFAH2 inh	pPAFAH inh
O=C(/C=C/c1cccc(Cl)c1)Nc1ncccn1	1	2	4	5	0	3	1	5	3
Cc1cccc(C)c1N1CCN(c2nc(N(C)C)oc(=O)c2C#N)CC1	-1	0	2	3	-7	0	0	7	1
CCOCCCn1c(=NC(=O)c2cccnc2)c(C(=O)OCC)cc2c(=O)n3ccccc3nc21	0	5	5	14&1	3	5&-2	-3	4&0	1
O=CN1CCN(C(=O)C(=O)c2cn(CC(=O)N3CCCCC3)c3ccccc23)CC1	1	-1	1	3	2	3	-1	-2	2
COc1ccccc1-c1c(C)nn2c(C)cc(C)nc12	-1	0	5	8	-2	-2	-3	5	-7
CCOC(=O)c1c(-c2ccccc2)nc2cc(C)ccn12	-3	2	8	0	1	2	-1	-4	2
COC(=O)C1=C(O)/C(=C\c2cc(C)n(-c3ccc(F)cc3)c2C)N=C1C	-1	2	-3	2	3	2	-2	5	6
Cn1ccc(C(=O)OCC(=O)Nc2cccc(Cl)c2)n1	4	2	-3	-1	4	-2	-6	83*	4
Cc1cc(SCC(=O)Nc2c(C)n(C)n(-c3ccccc3)c2=O)nc2ccccc12	4	-1	1	2	3	-1	-2	2	3
O=C(CSc1ncnc2sccc12)NCc1ccc2c(c1)OCO2	-1	-3	5	11	.	0	-3	-4	4
COC(=O)Nc1nnc(CC(=O)Nc2ccccc2C)s1	-4	-5	-3	-1	8	0	3	-6	1
COc1ccc(S(=O)(=O)N2CCCC2C(=O)Nc2nnc(-c3cccnc3)s2)cc1 (stereo not given)	-4	1	1	7	-4	-4	1	0	3
CCOC(=O)C1=C(O)C(=O)N(C2CCCCC2)C1	2	3	1	-5	9	6	-2	1	-1
COc1cc(OC)cc(-c2c(-c3ccc(F)cc3)c3cc(-c4ccc5c(c4)OCCO5)ccc3n2C)c1	.	.	.	8	.	1	4	-1	5
CC(C)(C)n1nc2c(c1NC(=O)c1ccc(S(=O)(=O)N3CCCC3)cc1)CSC2	-6	-4	-11	12	-13	-1	-7	-4	6
CCOC(=O)CN1C(=O)S/C(=C/c2ccco2)C1=O	-1	1	2	4	12	6	-2	5	4
CC(C)CN1CCNC(=O)C1CC(=O)NCCc1ccc(C(F)(F)F)cc1 (stereo not given)	0	-1	-7	11	-1	16	3	10	-2
c1ccc(Cn2nnnc2C(c2cccnc2)N2CCN(C3CCCCC3)CC2)cc1 (stereo not given)	2	0	-1	4	2	-1	0	5	1
CCCOc1ccc(C(=O)Nc2ccc(Cl)cn2)cc1	-20	0	-3	0	-7	3	-1	3	0
COc1cccc(CN2CCN(C(=O)c3cccc(OC)c3)CC2)c1	-3	0	-6	4	-1	3	-3	3	6
CCCCn1c(CNC(=O)Cc2ccccc2)nc2ccccc21	0	-2	-5	-3	6	3	-2	4	4
COc1cccc(/C=C/C(=O)NCCc2ccc(OC)c(OC)c2)c1	-1	-1	5	-3	3	6	-4	-4	2
Cc1ccc(OCCC(=O)Nc2ccc3c(c2)OCO3)cc1	5	-4	-3	13	.	2	0	-9	-3
COc1ccc(CCN2C(=O)CC(Nc3ccc(N4CCOCC4)cc3)C2=O)cc1OC (stereo not given)	4	0	7	12	4	3	20*	-4	17
COc1ccc(NC(=O)CCOc2ccc(C)cc2)c(OC)c1	-1	0	2	5	2	-1	-6	9	-5
CC(C)c1ccc(NC(=O)NN2CCOCC2)cc1	-4	2	3	8	-2	3	-3	-6	1
C#CCOCCOCCOCCNc1nc(N2CCN(C(=O)[C@H](Cc3ccc(O)cc3)n3cc([C@@H](N)C(C)CC)nn3)CC2)nc(N2CCN(C(=O)[C@H](Cc3cc4ccccc4[nH]3)n3cc([C@@H](N)Cc4ccc(O)cc4)nn3)CC2)n1 (stereo not given in full)	0	-3	6	.	9	.	1	.	0
O=[N+]([O-])c1c(NCc2ccco2)ccc2nonc12	0	-2	7	.	13	.	-2	.	0
CCN1CCN(c2ncnc3sc4c(c23)CCC(C)C4)CC1 (stereo not given)	-6	-1	-1	1	8	3	-3	4	-2
COCCCN1C(=O)C(=O)/C(=C(/O)c2ccc(S(=O)(=O)N3CCOCC3)cc2)C1c1ccc(C)cc1 (stereo not given)	-6	-2	0	5	1	1	-5	0	-1
O=c1[nH]c2ccc(Cl)cc2c(-c2ccccc2)c1[N+](=O)[O-]	7	3	1	6	8	7	0	1	2
O=C(CCC1CCCN(C(=O)c2ccc3cc[nH]c3c2)C1)NCc1ccc(F)c(F)c1 (stereo not given)	0	3	8	6	4	-4	7	1	5
Cc1ccc(C(=O)COC(=O)c2ccc(O)cc2)cc1	-7	-4	-1	5	4	5	-5	25	1
COC(=O)c1c(N2C(=O)CC(Sc3ccccc3C(=O)O)C2=O)sc(C)c1C (stereo not given)	3	-3	0	9	4	11	10	6	2
CCCOC(=O)c1ccc(NC(=O)COC)cc1	0	-2	4	5	-3	-3	-5	-5	2
NS(=O)(=O)c1ccc(NC(=O)CNC(=O)c2ccc3c(c2)OCO3)cc1	.	.	.	6	.	2	-1	1	5
Cc1cc(=O)[nH]c(/N=C(\N)Nc2ccc3c(c2)OCCO3)n1	-1	2	-2	-2	0	1	-6	-5	2
CCOC(=O)C1CCN(S(=O)(=O)c2ccc(OC)c(C(=O)N3CCCCC3)c2)CC1	-2	-2	-3	-2	1	6	-5	2	-1
COc1ccc(N(CC(=O)NN=C2CCCCCCC2)S(=O)(=O)c2ccccc2)cc1Cl	-5	-4	-12	-4	9	0	-6	2	-3
COc1ccc(CC(=O)Nc2ccccc2N2CCCC2)cc1	0	2	-2	-3	0	0	-5	4	3
CC1(NC(=O)c2cc(Cl)nc3ccccc23)CCS(=O)(=O)C1 (stereo not given)	0	1	6	35*	.	3	0	5	1
O=C(/C=C\Nc1cccc(F)c1)c1ccc2c(c1)OCO2	-4	-1	1	-1	4	7	-2	-2	-1
Cc1ccc(Nc2cnn(C34CC5CC(CC(CC(=O)O)(C5)C3)C4)c(=O)c2Cl)c(Cl)c1	1	1	5	6	1	8	-3	8	2
Cc1ccc(NC(=O)CCc2c[nH]c3ccccc23)nc1	5	-5	-7	4	1	-2	-5	-4	4
Cc1ccc(NC(=O)CSc2nc3c(c(=O)[nH]2)CN(Cc2ccc(F)cc2)CC3)cc1C	-5	2	-1	-2	-2	5	1	1	1
COC(C/C=C\C(=O)COCc1ccccc1)OC	-5	0	-5	.	-5	.	-6	.	25*
Cc1cc(C)cc(NC(=O)Nc2cnccn2)c1	0	-3	-4	6	-5	3	2	4	4
c1ccc2c(c1)ncn2-c1ncnc2sc3c(c12)CCCC3	-1	0	2	1	5	6	2	-6	-3
CCOC(=O)C1CCN(C(=O)Nc2ccc(OC(F)(F)F)cc2)CC1	5	0	3	7	-13	5	0	8	4
Cc1ccc(C(=O)c2ccccc2C(=O)OCC(=O)Nc2cccc([N+](=O)[O-])c2)cc1	6	-5	-8	-10	0	-1	3	73*	11

2 of the compounds above, as labelled records:
Cc1cc(=O)[nH]c(/N=C(\N)Nc2ccc3c(c2)OCCO3)n1
  PME-1 inh: -1
  LYPLA1 counter: 2
  LYPLA2 inh: -2
  PAFAH1B3 inh: -2
  GSTO1 inh: 0
  PAFAH1B2 inh: 1
  PAD4 FP inh: -6
  PAFAH2 inh: -5
  pPAFAH inh: 2
CCOC(=O)C1CCN(S(=O)(=O)c2ccc(OC)c(C(=O)N3CCCCC3)c2)CC1
  PME-1 inh: -2
  LYPLA1 counter: -2
  LYPLA2 inh: -3
  PAFAH1B3 inh: -2
  GSTO1 inh: 1
  PAFAH1B2 inh: 6
  PAD4 FP inh: -5
  PAFAH2 inh: 2
  pPAFAH inh: -1

For convenience, part of the list above:
SMILES	PME-1 inh	LYPLA1 counter	LYPLA2 inh	PAFAH1B3 inh	GSTO1 inh	PAFAH1B2 inh	PAD4 FP inh	PAFAH2 inh	pPAFAH inh
CCOC(=O)C1CCN(C(=O)Nc2ccc(OC(F)(F)F)cc2)CC1	5	0	3	7	-13	5	0	8	4
Cc1ccc(C(=O)c2ccccc2C(=O)OCC(=O)Nc2cccc([N+](=O)[O-])c2)cc1	6	-5	-8	-10	0	-1	3	73*	11
